Source: PubChem
HIF activator: HIF pathway transcriptional activation. activation, % at 7.5 µM (by protocol). AID 1910. actives 0.32% (n = 300,000). U2OS HRE-luciferase reporter, luminescence; normalized: DMSO 0%, desferrioxamine 100%;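 active = mean activation of at least 10% of the iron chelator positive control signal, with at least half of replicates also reaching 10%; inconclusive = mean and replicate majority disagree about reaching 10%; inactive = mean and most replicates under 10%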
HSP90 inh: inhibitors of HSP90 luciferase refolding in rabbit reticulocyte lysate; luciferase refolding luminescence, 3 h; inhibition, % at 5.6 µM; actives 0.91% (n = 290,000); AID 1789;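 active = inhibition above the screen-wide mean plus 3 SD, computed separately per campaign, cut at about 16% in these data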;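 also: 0% = DMSO wells and 100% = 60 µM geldanamycin wells; inhibitors lower the luminescence because luciferase stays unfolded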
HSF1 activator: increases HSF-1 driven luciferase reporter signal; actives 1.7% (n = 300,000); NIH3T3-HGL HSF-1 luciferase reporter, MG132, 8 h; 100% = twice DMSO control signal; activation, % at 9 µM; AID 504408;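 active = mean replicate activation of at least 50% with a set share of replicates each reaching 50%; inconclusive = only one of those two conditions met; inactive = mean below 50% and too few replicates reaching it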;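 also: 0% = median of the neutral control wells and 100% = twice that signal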
KLF5 inhibitor: suppresses KLF5 promoter-driven expression; DLD-1 KLF5 promoter-luciferase reporter, luminescence; inhibition, % at 5 µM; actives 0.23% (n = 290,000);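 active = inhibition above a per-plate limit of that plate's mean compound inhibition plus 3 SD, cut at about 60% in these data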;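 also: 0% = DMSO wells and 100% = LY294002 at 200 µM; higher means less KLF5 promoter-driven luciferase light; inactives centre near -14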
HDAC3 inhib: inhibitors of human histone deacetylase 3; inhibition, % at 8.3 µM; actives 0.15% (n = 320,000); recombinant HDAC3, fluorogenic peptide/trypsin coupled, fluorescence; AID 2718; O15379; in the data active = inhibition above about 26%, passing the limit was not always enough; inconclusive = no clear call, values can overlap the other calls
Target sequence (O15379 whole entry, looked up): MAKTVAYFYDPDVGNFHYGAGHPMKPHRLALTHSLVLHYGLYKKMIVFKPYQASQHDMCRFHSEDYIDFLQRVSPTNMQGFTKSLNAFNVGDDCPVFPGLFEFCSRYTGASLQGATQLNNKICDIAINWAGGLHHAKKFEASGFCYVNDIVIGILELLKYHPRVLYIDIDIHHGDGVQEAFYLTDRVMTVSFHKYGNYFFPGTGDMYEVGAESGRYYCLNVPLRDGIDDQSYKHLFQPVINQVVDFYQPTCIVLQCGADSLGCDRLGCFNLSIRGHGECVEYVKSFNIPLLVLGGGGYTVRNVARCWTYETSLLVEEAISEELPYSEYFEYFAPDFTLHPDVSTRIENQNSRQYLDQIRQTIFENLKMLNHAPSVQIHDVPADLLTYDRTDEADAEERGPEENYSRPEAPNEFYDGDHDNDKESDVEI
IEC-6 cytotox: counter-screen for KLF5 inhibitors: cytotoxicity in IEC-6 cells; IEC-6 cytotoxicity, luminescence viability; AID 1825; inhibition, % at 5 µM; actives 0.78% (n = 290,000); in the data active = inhibition above about 22%;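 also: 0% = plate median of test compound wells and 100% = cytotoxic reference compound wells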
AI-2 QS modul: modulators of Vibrio harveyi AI-2 quorum sensing system. Vibrio harveyi JMH597 AI-2 luminescence/OD600 ratio, 9 h; hits give low values; strain lacks LuxN and CqsS sensors; 0 = neutral-control median. activity change, % at 7.5 µM. actives 0.4% (n = 300,000); in the data active = activity change below about -75%, passing the limit was not always enough; inconclusive = no clear call, values can overlap the other calls;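 also: luminescence divided by OD600 gain over 9 h not by final OD600 alone; inactives centre near 13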
Platelet DG rel: platelet dense granule release activity; human platelet-rich plasma, SFLLRN dense granule ATP release, luminescence; inhibition, %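 (compounds screened at 7.5 µM in platelet-rich plasma)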; actives 0.22% (n = 300,000); AID 1663;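 active = mean replicate score, as percent of positive control, at or above 50; inconclusive = mean below 50 but at least one replicate at or above 50; inactive = mean and every replicate below 50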
aSyn UTR inh: MLPCN primary screen, SNCA 5' untranslated region | alpha-synuclein 5'UTR reporter, inhibitor activity | inhibition, % (tested at 7.5 µM) | actives 0.82% (n = 300,000) | AID 1813; in the data active = inhibition above about 60%; inconclusive = no clear call, values can overlap the other calls;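 also: H4 neuroglioblastoma cells stably carrying SNCA 5'UTR luciferase fusion; 0% = DMSO wells and 100% = positive control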
HSF1 inh: HSF1 inhibition; actives 0.77% (n = 300,000); activity change, negative = inhibition, % at 7.5 µM (by protocol); NIH3T3-HGL HSE-luciferase, MG132-induced, luminescence 8 h; hits give low values;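 active = more than half of replicate wells show activity change below -50%, luminescence cut by over half; inconclusive = some wells, but at most half, below -50%; inactive = no replicate well below -50%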;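 also: luciferase reports HSF-1 transcriptional activity via heat shock element; 0% = median of DMSO wells and -100% = zero luminescence signal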
* marks the source's active call; other numbers are inactive results; u = inconclusive; x = no result given; & = joins results of further samples.

SMILES	HIF activator	HSP90 inh	HSF1 activator	KLF5 inhibitor	HDAC3 inhib	IEC-6 cytotox	AI-2 QS modul	Platelet DG rel	aSyn UTR inh	HSF1 inh
CCN(CC)C(=O)c1ccc(NC(=O)CSc2nnnn2-c2cc(OC)ccc2OC)cc1	0.0	1	22	4	4	-1	33	-7	6	0
COc1ccc(Br)cc1CNCCc1cccc(Cl)c1	-1.8	1	21	-6	-1	1	1	16	9	16
CCOC(=O)C1=C(N)OC2=C(C(=O)CCC2)C12C(=O)Nc1ccccc12 (stereo not given)	-0.1	5	9	-28	0	1	8	-1	2	-6
Cn1c(O)c(N=Nc2ccc(S(=O)(=O)N3CCOCC3)cc2)c(=O)n(C)c1=O	-0.4	-4	12	-31	5	-11	9	0	-6	0
CN(C)C(=O)Oc1ccc(Cl)c2ccccc12	-0.5	5	29	-3	2	-1	22	4	8	2
O=C(NC1CCCCC1)[C@@H]1CC=C[C@@H]2CCN(Cc3ccccc3)C(=O)[C@@H]21	-0.2	x	-5	x	5	x	4	-3	7	-3
CN1CSC(=S)N(C)C1	-0.3	-1	20	7	4	3	10	-7	-3	6
c1ccc2c(CCNC3=NCCC3)c[nH]c2c1	-0.6	2	36	-20	1	7	9	-1	2	10
O=C1CC(C(=O)N2CCC3(CC2)OCCO3)CN1CCc1ccccc1 (stereo not given)	3.8	-3	-3	8	-8	-1	7	1	1	-3
COc1ccc(C)cc1NC(=O)c1c(C)nn(Cc2ccccc2)c1Cl	-0.2	0	12	-14	8	-4	31	2	17	-1
Cc1cc(C)c2c(c1)-c1cc(C)nn1C(c1cccnc1)N2 (stereo not given)	-0.2	-3	-12	-28	2	-7	20	7	-21	4
C#CC(CC)(CC)NC(=O)Nc1ccc(OCC)cc1	0.3	-3	9	3	-1	-10	19	12	-7	1
COc1ccccc1N1CCN(Cc2c(F)cccc2Cl)CC1	0.5	11	11	-15	5	4	10	-5	17	-2
NC(=S)c1cn(C2OC(CO)C(O)C2O)c2ncnc(N)c12 (stereo not given)	-3.4	3	-71	110*	4	100*	17	5	105*	-67*
O=[N+]([O-])c1ccc(N2CCCNCC2)c2ncccc12	-0.4	0	-1	10	9	6	7	6	20	-5
O=S(=O)(c1ccc(Cl)cc1)N1CC1c1ccccc1 (stereo not given)	-0.2	2	13	-14	-1	-1	-4	-30	-7	20
CCC(=Nc1cc(OC)ccc1OC)c1c(O)[nH]c(=O)[nH]c1=O	-1.1	3	-4	-30	-1	-3	2	2	71*	-6
CC(NC(=O)Oc1ccccc1)C(c1cccs1)N1CCOCC1 (stereo not given)	-0.2	5	10	-4	1	-2	11	-7	-12	5
O=[N+]([O-])c1cccc(C2N3CCCN23)c1 (stereo not given)	0.1	-4	-9	-39	-5	-2	14	2	14	-1
Cc1cccc(C)c1NC(=O)CN(C)CC(=O)Nc1ccc(C#N)c(Cl)c1	-0.2	3	12	-7	3	1	13	-2	7	-5
CN1C(=O)N(C)C(=O)C(CCc2ccccn2)(CCc2ccccn2)C1=O	-0.2	3	-1	8	6	4	23	2	-13	4
COCCOC(=O)c1c(C)n(C)c2ccc(OC(=O)N(C)C)cc12	x	-1	x	-41	4	-7	19	1	x	x
O=C1NC(=O)C(CCc2ccncc2)(Cc2ccc(OCc3ccccc3)cc2)C(=O)N1	0.1	1	12	0	-11	-6	2	10	-16	0
COc1ccc(C(=O)CN2CCCCC2)cc1	1.4	3	4	0	3	2	8	-8	-35	1
O=C1C=Cc2ccccc2C1=O	-0.3	0	-6	-32	3	-3	36	0	-51	5
Cc1nn(C2CCOC(C)(C)C2)c2c1C(c1ccc(OC(C)C)cc1)SCC(=O)N2 (stereo not given)	-1.1	-4	-46	-25	3	-4	21	-6	15	-30
CCN1CCN(c2ccc(N)cc2C)CC1	0.6	-1	4	-15	3	-4	13	-5	-13	-3
CC1NCCC2(O)CCCCC12 (stereo not given)	0.7	6	x	0	-8	-2	17	-11	-18	x
Cc1c(C=O)c2ccccc2n1Cc1ccccc1	-8.4	0	20	-12	-5	3	0	-7	2	2
NC(CC(=O)O)C1CCCCC1 (stereo not given)	0.2	2	-1	-25	-1	-1	11	-9	-19	-5
FC(F)(F)Oc1ccc(C2NCc3ccccc3-n3cccc32)cc1 (stereo not given)	0.0	4	22	-37	3	-2	20	1	-5	20
Cc1ccc(N2C(=O)NC(=O)/C(=C\c3ccsc3)C2=O)cc1C	-0.2	-6	-21	-2	5	-10	24	-2	-2	4
O=C(c1cc(S(=O)(=O)N2CCOCC2)ccc1F)N1CCC2(CC1)OCCO2	-0.1	2	3	-11	0	0	8	-5	-6	-8
Cc1c(CCN)ccc2c1[nH]c1ccccc12	-30	5	10	-5	-3	0	17	-6	-26	3
CSc1ccc(CNC(C)C(O)c2ccccc2)cc1 (stereo not given)	1.0	3	1	-31	0	7	29	0	-10	-10
CC(C)Oc1cccc(C(=O)C2CCCN(C3CCOCC3)C2)c1 (stereo not given)	0.2	-2	7	-44	0	4	8	5	-15	-2
Cc1nc2cc([N+](=O)[O-])ccc2c(=O)n1-c1ccc(Br)cc1	-0.1	-1	-5	-6	-1	-8	8	-3	6	-3
CN1CCN(c2nc(N(C)C)oc(=O)c2C#N)CC1	0.0	0	-5	26	-5	-4	19	-1	37	-8
CCOP(=O)(OCC)C(Cc1ccccc1)NC(C)=O (stereo not given)	0.1	-8	-3	-13	-7	-8	11	21	7	-3
CCCCNC(=O)c1c(N)n(CCCOC)c2nc3ccccc3nc12	-0.2	8	13	-16	-7	5	15	1	32	5
Cc1ccc2c(c1)N(CCC(=O)N1CCC3(CC1)OCCO3)C(=O)CO2	0.1	4	-7	-23	3	3	0	12	20	-3
O=C(C(=O)N1CCC2(CC1)OCCO2)c1c[nH]c2ccccc12	0.0	1	-3	-27	u	-2	-8	8	3	-6
COc1ccc2c(c1O)[C@]13CCN(C)[C@H](C2)[C@@H]1CCC(=O)C3	-0.3	-1	-8	-16	x	-2	16	11	-7	-4
C=CCn1c(O)c(/C=N/NC(=O)c2ccncc2)c(=O)[nH]c1=O	-0.3	5	-8	19	5	4	8	-6	-1	-6
COC(=O)C1=Nc2ccccc2/C1=C\c1c(O)n(-c2ccc(Br)cc2)c(=O)[nH]c1=O	x	0	x	-1	0	5	x	x	x	x
O=S1(=O)CCN(CCc2c[nH]c3ccccc23)CC1	-0.9	1	-12	-14	-6	9	31	-1	8	-4
CCN(CC)C1=NC(=[N+](CC)CC)c2ccccc21	0.0	-3	-9	9	5	-1	6	5	-21	-6
CCOP(=O)(C#CC(C)(C)C)C1(O)CCCCC1 (stereo not given)	98*	0	-5	5	3	0	19	-4	8	0
COc1ccc(C2NCCc3[nH]cnc32)cc1 (stereo not given)	-0.6	4	-1	1	-8	1	10	0	13	-5
O=C1NC(=O)N(c2cccc(Br)c2)C(=O)/C1=C/c1ccsc1	-0.2	-7	19	9	1	-3	14	-4	13	3
O=C(c1csc2c1CCCCC2)N1CCC2(CC1)OCCO2	-0.4	-2	13	8	0	-3	10	4	19	9
CN1CCN(CCOC2c3ccccc3CSc3ccc(Cl)cc32)CC1 (stereo not given)	-0.7	3	8	-44	0	6	16	9	-22	4
Cc1ccc2c(c1)C1CN(C)CCC1N2C(=O)c1cccs1 (stereo not given)	0.4	2	3	-11	-2	3	20	4	4	2
CC(C(=O)c1ccccc1)N1C(=O)c2ccccc2C1=O (stereo not given)	0.0	-3	21	-2	2	1	30	-16	22	20
Cc1ccc(S(=O)(=O)N2CCC(C(=O)N3CCC4(CC3)OCCO4)CC2)cc1	-0.1	-2	-2	-4	2	-5	24	-2	6	-6
CC(=O)c1ccc(-c2ccccc2)cc1	0.4	1	17	-30	3	2	17	3	-81	4
CC(=O)OC1N=C(c2ccccc2)c2cc(Br)ccc2N(C)C1=O (stereo not given)	-0.3	-2	6	-7	8	2	27	4	12	-1
COc1ccccc1-n1c(/C=C/c2ccccn2)nc2ccccc2c1=O	-1.6	-1	6	-22	10	-2	7	1	-11	7
ClCCN1CCN(c2ccnc3cc(Cl)ccc23)CC1	-18	-5	-13	-31	-1	0	11	7	3	-6
CNS(=O)(=O)c1ccc(N=Cc2c(O)n(-c3ccccc3)c(=O)[nH]c2=O)cc1	-0.1	5	11	6	1	4	19	9	-16	2

Part of the list above with just Platelet DG rel and HIF activator:
Compound	Platelet DG rel	HIF activator
CNS(=O)(=O)c1ccc(N=Cc2c(O)n(-c3ccccc3)c(=O)[nH]c2=O)cc1	9	-0.1
O=S1(=O)CCN(CCc2c[nH]c3ccccc23)CC1	-1	-0.9

Next section.
SMILES	HIF activator	HSP90 inh	HSF1 activator	KLF5 inhibitor	HDAC3 inhib	IEC-6 cytotox	AI-2 QS modul	Platelet DG rel	aSyn UTR inh	HSF1 inh
COc1cccc(CN2CCN(C(=O)Cc3ccccc3OC)CC2)c1	-1.6	-2	-15	-7	-4	1	31	0	8	1
Fc1cccc(F)c1CN1CCN(Cc2c(F)cccc2F)CC1	0.2	0	-14	1	-3	4	x	2	9	1
CCCCCCn1c(O)c(C=NC2CCCCC2N)c(=O)[nH]c1=O (stereo not given)	-4.0	3	-6	-35	-3	3	10	-2	39	-13
Cc1ccc(CN2CCSc3ccc(C(=O)N4CCC5(CC4)OCCO5)cc32)cc1	-0.2	1	-21	-5	-11	2	14	-1	-14	-16
COc1ccccc1Cn1c(SCC(=O)C(C)(C)C)nc2cc(C(=O)N3CCC4(CC3)OCCO4)ccc2c1=O	-0.4	1	7	2	2	-2	21	4	-30	7
c1ccc2c(c1)CNc1ccccc1O2	-0.2	2	12	-21	-9	2	15	-1	-7	-8
CCc1nc2ccc(N3CCN(C)CC3)cc2nc1CC	1.6	-1	-11	-19	4	0	38	5	-38	1
Cc1ccccc1-n1c(O)c(C(c2ccncc2)c2c(O)n(-c3ccccc3C)c(=O)[nH]c2=O)c(=O)[nH]c1=O	3.1&-0.4	2&-1	-5&-8	-12&-1	-3&-5	-2&1	-10&17	-1&-9	8	-5&-3
O=C1NC(=O)C(=Cc2ccc(-c3cc(Cl)ccc3[N+](=O)[O-])o2)C(=O)N1	-0.4	-1	18	2	x	-6	-1	30	5	3
CCCCn1c(O)c(/C=C2/C=CC=N2)c(=O)[nH]c1=O	-0.4	-3	-8	1	8	0	0	22	-10	-2
Oc1cccc(/C=N/NP(=S)(c2ccccc2)c2ccccc2)c1	-1.2	3	20	-6	5	-7	12	0	-7	1
CN(C)c1ccc(-[n+]2c(-c3ccccc3)cc(-c3ccccc3)cc2-c2ccccc2)cc1	-0.4	4	-16	60	x	71*	43	1	84*	-17
Cc1ccc(-c2cc(-c3ccccc3)cc(-c3ccccc3)[n+]2-c2ccccc2C(=O)O)cc1	-0.3	x	-17	x	-26	x	-2	15	-14	1
COc1ccc(N2C(=O)NC(=O)/C(=C/c3ccc([N+](=O)[O-])s3)C2=O)cc1	1.3	0	64*	-25	8	-7	u	4	-12	21
CC1(C)C(C(=O)NCc2ccco2)C1(C)C	0.0	6	0	-20	-7	2	3	3	-5	-4
NCCc1c[nH]c2ccc(F)cc12	0.4	-4	-19	-23	0	-8	19	2	13	-3

This is a subset, so the mix of outcomes need not match the whole.
